CHT allo act: allosterically activates the human high affinity choline transporter; CHT-expressing cells, membrane potential dye, choline EC20; stronger effect = higher value; LV-AA mutant CHT in HEK293 cells; B-score at 10 µM; actives 0.49% (n = 310,000); AID 488977;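 active = initial fluorescence not abnormally high and integrated response B-score, plate-corrected, over 3 SD above library mean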
Target sequence (Q9GZV3 whole entry, looked up): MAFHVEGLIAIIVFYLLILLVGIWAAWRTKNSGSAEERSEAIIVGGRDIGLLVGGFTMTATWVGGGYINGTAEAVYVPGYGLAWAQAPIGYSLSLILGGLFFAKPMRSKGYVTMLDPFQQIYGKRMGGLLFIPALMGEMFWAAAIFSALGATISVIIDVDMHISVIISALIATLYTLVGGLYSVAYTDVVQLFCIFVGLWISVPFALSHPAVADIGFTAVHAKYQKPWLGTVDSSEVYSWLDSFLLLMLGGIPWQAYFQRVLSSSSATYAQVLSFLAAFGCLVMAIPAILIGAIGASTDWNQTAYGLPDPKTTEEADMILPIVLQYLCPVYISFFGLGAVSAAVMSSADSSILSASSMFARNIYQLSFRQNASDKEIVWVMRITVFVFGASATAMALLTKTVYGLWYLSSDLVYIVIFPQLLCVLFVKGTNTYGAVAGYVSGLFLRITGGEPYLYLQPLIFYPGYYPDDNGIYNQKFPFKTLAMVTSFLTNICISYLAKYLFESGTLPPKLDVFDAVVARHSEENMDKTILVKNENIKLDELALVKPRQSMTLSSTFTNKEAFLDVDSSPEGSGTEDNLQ
STK33 kinase inh: blocks human STK33 kinase activity; inhibition, % at 10 µM; Q9BYT3; purified STK33, MBP phosphorylation, ADP-Glo luminescence; actives 0.073% (n = 320,000);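 active = inhibition at or above 25%, using the most active replicate where run in duplicate; inactive = inhibition below 25%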
Target sequence (Q9BYT3 whole entry, looked up): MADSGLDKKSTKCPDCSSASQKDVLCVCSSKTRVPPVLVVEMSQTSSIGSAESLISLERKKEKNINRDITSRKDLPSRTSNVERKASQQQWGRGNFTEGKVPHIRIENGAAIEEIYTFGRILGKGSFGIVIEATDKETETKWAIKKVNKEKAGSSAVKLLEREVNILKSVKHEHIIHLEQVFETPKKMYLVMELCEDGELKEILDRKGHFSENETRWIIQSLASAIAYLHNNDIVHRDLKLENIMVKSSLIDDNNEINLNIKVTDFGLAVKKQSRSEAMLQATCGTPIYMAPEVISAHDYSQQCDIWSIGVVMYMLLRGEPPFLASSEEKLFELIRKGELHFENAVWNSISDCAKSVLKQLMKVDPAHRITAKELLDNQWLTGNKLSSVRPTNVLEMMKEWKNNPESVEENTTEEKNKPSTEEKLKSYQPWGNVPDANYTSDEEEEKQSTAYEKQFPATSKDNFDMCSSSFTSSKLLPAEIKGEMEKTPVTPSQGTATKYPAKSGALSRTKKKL
CHT block: human CHT choline transport inhibition; Q9GZV3; CHT-expressing cells, membrane potential dye, choline response; stronger effect = lower value; B-score at 10 µM; actives 0.86% (n = 310,000);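 active = B-score over 3 SD under the library average, and starting fluorescence ratio not unusually high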;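 also: choline stimulus applied at its EC90 after an EC20 pre-addition; B-score computed on integrated fluorescence ratio after choline addition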
The depositor's hits bear a star; i = inactive; . = no result given.

SMILES | CHT allo act | STK33 kinase inh | CHT block
COC(=O)C1=C(SC)N(c2ccccc2)C(c2ccccc2)CC1=O (stereo not given) | i | -0.8 | i
CC1CCCN(Cc2c(O)ccc3c4c(c(=O)oc23)CCCC4)C1 (stereo not given) | i | -0.4 | i
Cc1cc(C)n(CC(=O)N2CCCC(N3CCN(c4ccccc4C)CC3)C2)n1 (stereo not given) | i | -0.9 | i
O=C(NCCO)C(=O)Nc1cc2c3c(c1)CC(=O)N3CCC2 | i | 0.3 | i
Cc1ccc(/C(O)=C2/C(=O)C(=O)OC2c2ccc(Cl)cc2)cc1 (stereo not given) | i | -5.6 | i
N#CCOc1ccc2oc(-c3ccco3)cc(=O)c2c1 | i | 0.0 | i
O=C(/C=C\N1CCOCC1)c1ccc(Br)cc1 | i | -0.4 | i
COc1ccc(OC)c(N(CC(=O)N2CCN(Cc3ccccc3)CC2)S(C)(=O)=O)c1 | i | 0.4 | i
Cc1ccc(-c2cnn(-c3cccc([N+](=O)[O-])c3)c2N)cc1 | i | -0.4 | i
O=C1C(Cl)=C(Nc2ccc(F)cc2)C(=O)N1CCc1ccccc1 | i | -1.7 | i
CCOc1ccc(OCCOC(=O)CN(C)S(=O)(=O)c2ccc(NC(C)=O)cc2)cc1 | i | -0.5 | i
COc1ccc(-n2c(COc3cccc4ccccc34)nnc2SCC#N)cc1 | i | 0.1 | i
O=C(O)c1ccccc1NC(=O)N1CCOCC1 | i | 0.2 | i
CCC1(c2ccccc2)NC(=O)N(CC(=O)Nc2ccc(S(=O)(=O)Nc3ncccn3)cc2)C1=O (stereo not given) | i | -0.6 | i
O=C(C1=C(O)C(=O)N(c2ncccn2)C1c1cccs1)c1ccco1 (stereo not given) | i | 1.6 | i
CN(C)S(=O)(=O)c1ccc(C(=O)OCC(=O)Nc2cccnc2Cl)cc1 | i | -1.0 | i
Cc1ccc(NC(=O)NN2CCOCC2)cc1 | i | -0.1 | i
Cc1ccccc1NC(=S)Nc1ccc(Br)cc1 | i | -1.3 | i
Cc1n[nH]c(C)c1N=Nc1ccc(Br)cc1 | i | 2.5 | i
COc1cc(C=C2C(=O)c3ccccc3C2=O)cc(OC)c1 | i | 0.0 | i
CN(C)c1nnnn1-c1ccc(Cl)cc1 | i | -0.9 | i
Cc1cc(Cl)ccc1NS(=O)(=O)c1c(C)[nH]c(=O)[nH]c1=O | i | -0.8 | i
CCOc1ccc(S(=O)(=O)N(C)CC(=O)NCc2ccccn2)cc1Cl | i | 0.1 | i
CC(O)[C@H]1CN=C(N)N1CCc1cc(C(F)(F)F)cc(C(F)(F)F)c1 (stereo not given in full) | i | -1.0 | i
Cc1ccc(Nc2ccccc2)nn1 | i | 2.5 | i
The list goes on.
SMILES | CHT allo act | STK33 kinase inh | CHT block
CC(=O)c1cccc(NC(=O)CSc2nc(N3CCCCC3)nc(N3CCCCC3)n2)c1 | i | 2.3 | i
CCC(C)NC(=O)CCS(=O)(=O)c1ccc2c(c1)n(C)c(=O)c(=O)n2C (stereo not given) | i | -1.3 | i
COc1ccc(-c2cc(C)no2)cc1S(=O)(=O)N1CCCCC1 | i | -0.6 | i
C=C(C)CNC(=O)c1ccc2nc(Cc3ccc(OC)cc3)oc2c1 | i | 1.4 | i
O=S(=O)(c1cccc(C(F)(F)F)c1)N1CCC(CO)(CCCc2ccccc2)CC1 | i | -1.6 | i
CC(=O)C1=C(NC(=O)c2ccccc2F)C[C@@H]2[C@H]1C2(C)C | i | -0.8 | i
Cc1ccc(-c2ccc(S(=O)(=O)N3CC(C)OC(C)C3)cc2)cc1 (stereo not given) | i | -1.4 | i
CCN=C1SC(C(=O)Nc2cccc(C(=O)O)c2)CC(=O)N1CC (stereo not given) | i | 0.0 | i
Cc1cc(N2CCCC2)ccc1NC(=O)CN1C(=O)NC2(CCCCC2)C1=O | i | 0.7 | i
COc1ccccc1NS(=O)(=O)NC(=O)c1cn(C)c2ccccc12 | i | 0.2 | i
Cc1sc(CO)c(Sc2ccccc2)c1C(=O)O | i | 0.4 | i
COc1ccc(CNC(=O)CN2CCN(c3ccccc3)CC2)cc1 | i | 0.1 | i
CC(=O)N1CCCc2cc(S(=O)(=O)N3CCN(c4ccccn4)CC3)ccc21 | i | 0.0 | i
Cc1ccc(-c2nnc(N3CCN(C(=O)Cn4c(=O)n(C)c5ccccc54)CC3)c3ccccc23)cc1 | i | 0.0 | i
CC(C)c1ccc2nc(N)sc2c1 | i | 1.0 | i
COc1ccc(N2C(=O)CC(n3cnc4ccccc43)C2=O)cc1 (stereo not given) | i | -3.2 | i
CC(=O)c1cccc(S(=O)(=O)Nc2ccc(N3CCOCC3)cc2)c1 | i | 0.4 | i
O=C(COC(=O)c1ccc(NC(=O)C2CC=CCC2C(=O)O)cc1)c1ccccc1 (stereo not given) | i | 0.8 | i
CCCNC(=O)Cc1ncn[nH]1 | i | -0.6 | i
COc1ccc(N/N=C(/Oc2ccc([N+](=O)[O-])cc2)C(C)=O)cc1 | i | -2.0 | i
Cc1cc(C)c(C#N)c(N2CCC(C(N)=O)CC2)n1 | i | -0.8 | i
Cc1ccc(OCC(=O)O/N=C(\N)c2ccncc2)cc1C | i | -0.3 | i
O=C(Nc1ccc2c(c1)CCC2)c1cccc(S(=O)(=O)N2CCN(c3ccc(F)cc3)CC2)c1 | i | -1.3 | i
Cc1ccc(NC(=O)C2CCCN2C(=O)OC(C)(C)C)cc1C (stereo not given) | i | -3.3 | i
COC(=O)c1cn(CCOc2ccccc2OC)c2ccccc12 | i | 0.4 | i
Further results follow:
SMILES | CHT allo act | STK33 kinase inh | CHT block
N#Cc1cc(-c2ccccc2)nc(Oc2ccc(Cl)cc2)n1 | i | -0.3 | i
Cc1ccc(Oc2c(C=O)c3ccccc3n2C)cc1 | i | -4.8 | i
Cc1ccc(S(=O)(=O)N[C@H](C(=O)OCC(=O)N2N=C(c3ccc(Cl)cc3)CC2c2ccco2)C(C)C)cc1 (stereo not given in full) | i | -1.4 | i
O=S1(=O)N=C(Nc2ccc(O)cc2)c2ccccc21 | i | -5.9 | i
O=C1CSC(c2ccccc2)N1c1ccccc1F (stereo not given) | i | -1.3 | i
CCCCn1cnc2sc3c(c2c1=N)CCCC3 | i | -0.2 | i
CSc1nnc2c(n1)[nH]c1c(C)cccc12 | i | 0.4 | i
COC(=O)c1ccc(NC2CC(=O)N(c3ccccc3C)C2=O)cc1 (stereo not given) | i | -1.0 | i
CC(=O)Nc1cc(-c2ccccc2)nn1Cc1ccc(Cl)cc1 | i | -1.2 | i
O=C(CNC1CCCCCC1)Nc1ccc(N2CCCC2)cc1 | i | -1.7 | i
Cc1ccc(C)c(C(=O)CSc2nc(C)cc(=O)[nH]2)c1 | i | 1.2 | i
O=c1[nH]c([N+](=O)[O-])nn1C(c1ccccc1)c1ccccc1 | i | -0.4 | i
CCOC(=O)N1CCC(=NNc2ncc(C(F)(F)F)cc2Cl)CC1 | i | -0.1 | i
C[C@H](NC(=O)OC(C)(C)C)C(=O)N/N=C/C1=Cc2ccccc2OC1 | i | -0.6 | i
CCOc1ccc(CN(C)CC(=O)Nc2cc(OC)c([N+](=O)[O-])cc2C)cc1 | i | -1.6 | i
CC(c1ccccc1)C(CC(=O)O)C(=O)Nc1ccc(Cl)c(Cl)c1 (stereo not given) | i | -0.4 | i
COc1ccc(C(=O)CSc2nnc(Cn3nnc4ccccc43)n2C)cc1 | i | 0.6 | i
Cc1cccc(-n2ncc3c2CCCC3NC(=O)CC(F)(F)F)c1C (stereo not given) | i | -1.2 | i
COCCNC(=O)C(c1ccc(O)cc1)N(Cc1ccccc1)C(=O)CCC(=O)Nc1nccs1 (stereo not given) | i | -1.2 | i
CC1CC(C)CN(C(=O)C2CCC(CNS(=O)(=O)c3ccccc3)CC2)C1 (stereo not given) | i | 0.2 | i
O=C(Cn1cnc2c(nnn2Cc2ccc(F)cc2)c1=O)N1CCN(c2ccccc2)CC1 | i | -1.3 | i
CCOC(=O)c1ccccc1NC(=O)Cn1cnc2c1c(=O)n(C)c(=O)n2C | i | -0.8 | i
COc1ccccc1CN(Cc1cc2cc(C)cc(C)c2[nH]c1=O)Cc1nnnn1CC1CCCO1 (stereo not given) | i | -2.3 | i
O=C(c1cc(COc2ccc3c(c2)CCCC3)on1)N1CCCC1 | i | -1.5 | i
COc1cccc(C2c3c(oc4ccc(Cl)cc4c3=O)C(=O)N2c2cc(C)on2)c1OC (stereo not given) | i | -1.3 | i
(more compounds)
SMILES | CHT allo act | STK33 kinase inh | CHT block
COc1ccccc1CNS(=O)(=O)c1cccc(S(=O)(=O)N2CCOCC2)c1 | i | 0.7 | i
CC(C)c1cccc(OCC(=O)Nc2ccc(S(=O)(=O)Nc3ccccn3)cc2)c1 | i | -1.0 | i
Nc1ccc2nn(-c3ccc(Cl)cc3)nc2c1 | i | -1.5 | i
CC(Oc1ccccc1)C(=O)Nc1c2c(nn1-c1ccccc1)CS(=O)(=O)C2 (stereo not given) | i | -0.4 | i
O=C(NC(Cc1ccccc1)C(=O)O)c1ccccc1 (stereo not given) | i | -2.7 | i
O=C1OCc2ccc(NC(=O)C3CCCCC3)cc21 | i | -3.8 | i
O=C(CSc1ncccn1)Nc1ccc(S(=O)(=O)N2CCCCC2)cc1 | i | -1.0 | i
O=C1CCCCCN1CP(=O)(O)CCc1ccccc1 | i | -1.1 | i
CCOc1ccc(N(CC)C(=O)c2cn(CC)c(=O)c3cc(OC)c(OC)cc23)cc1 | i | -1.0 | i
N#Cc1cnc(SCC(=O)NNC(=O)COc2cccc3ccccc23)nc1N | i | 0.5 | i
Clc1ccc(-c2cn3c(n2)CCC3)cc1 | i | 1.0 | i
S=c1[nH]c2ncccc2o1 | i | -2.0 | i
C=CCN(c1ccccc1)S(=O)(=O)c1cccc(C(=O)N2CC(C)CC(C)C2)c1 (stereo not given) | i | 2.0 | i
CCOC(=O)C(CC)n1nc(C)n2c(cc3occc32)c1=O (stereo not given) | i | -1.5 | i
O=C(CSc1nc2ccccc2[nH]1)NCc1ccc(F)cc1 | i | 0.1 | i
Cc1ccc(S(=O)(=O)n2ccc3c(OCCOCCSCC(NC(=O)OC(C)(C)C)C(=O)O)cccc32)cc1 (stereo not given) | i | -0.7 | i
COc1c2c(nc3ccccc13)OC(C(C)(O)CO)C2 (stereo not given) | i | -0.1 | i
CC(C)NS(=O)(=O)c1ccc(NC(=S)NC(=O)c2ccc(-c3ccccc3)cc2)cc1 | i | -0.3 | i
CCN(c1ccccc1)S(=O)(=O)c1cccc(C(=O)NCC(c2ccco2)N2CCCC2)c1 (stereo not given) | i | -0.7 | i
CN(CC(=O)Nc1cc(Cl)cc(Cl)c1)Cc1cccs1 | i | -0.1 | i
CC1CN(C(=O)COC(=O)c2cccc(NS(=O)(=O)c3ccccc3)c2)CC(C)O1 (stereo not given) | i | 0.0 | i
CCCCCOc1ccc(NC(=O)C(=O)NCCC2=CCCCC2)cc1 | i | 0.1 | i
CN1CCN(c2nc(-c3cc4ccccc4o3)cs2)CC1 | i | 0.5 | i
CCOCc1c(C(=O)NC2=Nc3ccccc3NC(CC)=C2C(=O)OCC)oc2ccccc12 | i | 0.4 | i
COc1ccc(CCNC(=O)c2[nH]c(C)c(C(C)=O)c2C)cc1OC | i | 0.0 | i

2 entries from above, as tab-separated lines.
SMILES	CHT allo act	STK33 kinase inh	CHT block
O=C(CSc1nc2ccccc2[nH]1)NCc1ccc(F)cc1	i	0.1	i
CCOC(=O)C(CC)n1nc(C)n2c(cc3occc32)c1=O (stereo not given)	i	-1.5	i

In another format: four of the compounds above.
CCN(c1ccccc1)S(=O)(=O)c1cccc(C(=O)NCC(c2ccco2)N2CCCC2)c1 (stereo not given)
  CHT allo act: i | STK33 kinase inh: -0.7 | CHT block: i

CC(Oc1ccccc1)C(=O)Nc1c2c(nn1-c1ccccc1)CS(=O)(=O)C2 (stereo not given)
  CHT allo act: i | STK33 kinase inh: -0.4 | CHT block: i

CC1CN(C(=O)COC(=O)c2cccc(NS(=O)(=O)c3ccccc3)c2)CC(C)O1 (stereo not given)
  CHT allo act: i | STK33 kinase inh: 0.0 | CHT block: i

C=CCN(c1ccccc1)S(=O)(=O)c1cccc(C(=O)N2CC(C)CC(C)C2)c1 (stereo not given)
  CHT allo act: i | STK33 kinase inh: 2.0 | CHT block: i

Next results follow.
SMILES | CHT allo act | STK33 kinase inh | CHT block
COc1ccc(CCC(=O)Nc2nnc(C(F)(F)F)s2)cc1 | i | -0.5 | i
CCOC(=O)C1CCN(CC(=O)c2ccc(O)c(C)c2O)CC1 | i | -1.8 | i
CC(CCN(C)C)OC(=O)c1ccc(C(C)c2ccccc2)o1 (stereo not given) | i | -0.5 | i
O=C(NC1CCCCCC1)C(=O)NC1CCCC1 | i | -1.6 | i
CC(=O)NC1=NN(C(C)=O)C(C)(CCS(=O)(=O)c2ccc(Br)cc2)S1 (stereo not given) | i | -0.6 | i
O=C(NCc1cccc(F)c1)C1CCC(=O)N(C2CCCC2)C1 (stereo not given) | i | -0.5 | i
CC(=O)N1CCN(Cc2nc3cc([N+](=O)[O-])ccc3n2C)CC1 | i | -1.5 | i
COc1ccc(-c2nnc(SCC(=O)Nc3ncc(C(F)(F)F)cc3Cl)n2CC(C)C)cc1 | i | . | i

A different layout for part of the listing above.
| Compound | CHT allo act | STK33 kinase inh | CHT block |
| --- | --- | --- | --- |
| COc1ccc(CCC(=O)Nc2nnc(C(F)(F)F)s2)cc1 | i | -0.5 | i |
| CCOC(=O)C1CCN(CC(=O)c2ccc(O)c(C)c2O)CC1 | i | -1.8 | i |
| CC(CCN(C)C)OC(=O)c1ccc(C(C)c2ccccc2)o1 (stereo not given) | i | -0.5 | i |
| O=C(NC1CCCCCC1)C(=O)NC1CCCC1 | i | -1.6 | i |
| CC(=O)NC1=NN(C(C)=O)C(C)(CCS(=O)(=O)c2ccc(Br)cc2)S1 (stereo not given) | i | -0.6 | i |
| O=C(NCc1cccc(F)c1)C1CCC(=O)N(C2CCCC2)C1 (stereo not given) | i | -0.5 | i |
| CC(=O)N1CCN(Cc2nc3cc([N+](=O)[O-])ccc3n2C)CC1 | i | -1.5 | i |

Bioassay records: PubChem, several laboratories
